From PubChem
IMPase Li inh – cell-permeable IMPase inhibitors with lithium potentiation; Potency, µM (highest dose often 59.4 µM), for inactives: top-dose activity, negative = IMPase inhibition, most hits filed as inhibitors; 0.35% of 210,000 active; CHO-M1 cells, IP1 TR-FRET (IP-One), carbachol + lithium; AID 1457;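 also: IP1 builds up when IMPase is blocked and the TR-FRET signal falls; potency is read from the fitted curve at half-maximal effect; plate controls were basal vehicle for no effect and high inhibitor control for full effect; nearly all actives have a fitted effect of over 50% in size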
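Test compounds were applied to CHO-M1 cells previously cultured for 16–30 h at 2000 per well. A small lithium amount accompanied them; after 30 min at 37C, IP1 was quantified by TR-FRET.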
NPSR antag – antagonists of human neuropeptide S receptor cAMP signaling; Q6W5P4; CHO-NPSR cells, cAMP TR-FRET, antagonist mode; Potency, µM (top dose mostly 38.3 µM), inactives show top-dose activity change, negative = inhibition, actives largely listed as inhibitors; 1% of 220,000 active; also: potency is read from the fitted curve at half-maximal effect; % is scaled to controls: 0 for no effect and ±100 for the full control effect; nearly all actives have a fitted effect of over 50% in size; many of its hits are not listed in these tables
Target sequence (Q6W5P4 whole entry, looked up): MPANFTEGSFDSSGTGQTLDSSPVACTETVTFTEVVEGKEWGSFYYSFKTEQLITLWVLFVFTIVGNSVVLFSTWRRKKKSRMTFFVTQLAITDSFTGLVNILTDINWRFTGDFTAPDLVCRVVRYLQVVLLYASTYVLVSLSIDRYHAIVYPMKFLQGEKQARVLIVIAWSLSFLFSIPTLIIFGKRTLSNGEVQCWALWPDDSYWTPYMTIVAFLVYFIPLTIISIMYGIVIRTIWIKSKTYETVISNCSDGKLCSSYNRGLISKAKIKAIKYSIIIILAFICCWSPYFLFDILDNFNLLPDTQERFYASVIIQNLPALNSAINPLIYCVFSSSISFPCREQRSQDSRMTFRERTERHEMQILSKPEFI
KinaseGlo FLuc – counter-screen: inhibitors of Kinase-Glo firefly luciferase; 0.28% of 200,000 active; Q27757; Potency, µM (titrated, usually from 38.3 µM), inactives show at the top dose activity change, negative = inhibition, hits mostly inhibitors; Kinase-Glo luciferase, ATP luminescence, 8 min; also: potency is read from the fitted curve at half-maximal effect; % is scaled to controls: 0 for no effect and ±100 for the full control effect; nearly all actives have a fitted effect of over 60% in size
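Compound is pinned into ATP-containing buffer (10 uM ATP, imidazole pH 7.2, 7 mM MgCl2). Kinase-Glo luciferase reagent is then added. Light output is recorded following an 8-min room-temperature incubation.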
HttQ103 aggreg – inhibitors of mutant huntingtin aggregate formation in PC12 cells; Potency, µM (series often up to 46.1 µM), for the others: top-dose activity change, negative = inhibition, usual class: inhibitors; PC12 HttQ103-GFP aggregates, Acumen cytometry, 40 h; 1.1% of 220,000 active; also: potency is read from the fitted curve at half-maximal effect; % is scaled to controls: 0 for no effect and ±100 for the full control effect; nearly all actives have a fitted effect of over 60% in size
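Inducible Q103 Huntingtin exon 1–GFP PC12 line, 1500 cells/well in phenol red free DMEM with 5% equine and 5% calf serum. Tebufenozide 100 nM induced expression; compounds titrated; aggregates quantified by cytometry.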
CBFb RUNX1 block – inhibitors of human CBF-beta and RUNX1 interaction. AlphaScreen CBFb-His/RUNX1-biotin binding, biochemical. Q01196+Q13951. Potency, µM (series often up to 59.8 µM), for the others: at the top dose activity, negative = inhibition, hits mostly inhibitors. 230,000 tested, under 10 active; also: % of control where 0% means no effect
Target sequence (Q01196 whole entry, looked up): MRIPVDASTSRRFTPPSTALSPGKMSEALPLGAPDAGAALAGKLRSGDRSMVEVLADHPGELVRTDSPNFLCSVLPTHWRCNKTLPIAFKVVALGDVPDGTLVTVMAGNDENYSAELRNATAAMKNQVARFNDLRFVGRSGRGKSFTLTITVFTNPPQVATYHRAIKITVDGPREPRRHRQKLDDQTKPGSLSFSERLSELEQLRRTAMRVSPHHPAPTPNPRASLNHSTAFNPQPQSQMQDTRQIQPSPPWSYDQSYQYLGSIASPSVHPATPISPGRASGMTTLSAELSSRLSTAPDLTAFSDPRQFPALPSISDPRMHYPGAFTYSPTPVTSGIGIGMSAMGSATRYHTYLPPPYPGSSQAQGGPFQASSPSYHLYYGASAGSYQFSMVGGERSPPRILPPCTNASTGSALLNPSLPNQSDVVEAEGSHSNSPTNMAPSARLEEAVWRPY
Target sequence (Q13951 whole entry, looked up): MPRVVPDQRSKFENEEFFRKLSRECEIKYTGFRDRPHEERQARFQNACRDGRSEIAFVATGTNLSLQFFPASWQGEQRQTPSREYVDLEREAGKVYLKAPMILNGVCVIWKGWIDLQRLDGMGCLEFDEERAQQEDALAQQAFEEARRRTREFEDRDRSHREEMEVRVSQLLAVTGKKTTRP
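Read-out: AlphaScreen. Format: His-CBF-beta with biotinylated RUNX1 (30 nM each) preincubated 20 min, compound 15 min, Ni-chelate plus streptavidin beads 90 min; room temperature throughout.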
Epigenetic reg – regulators of epigenetic silencing causing reporter derepression in mouse cells; AID 1865; Potency, µM (titrated, usually from 53.9 µM), for the others: at the top dose GFP activation, most hits filed as activators; 0.2% of 280,000 active; murine LDR cells, GFP reporter derepression, 30 h; also: potency is read from the fitted curve at half-maximal effect; % of control where 0% means no effect; nearly all actives have a fitted effect of over 60% in size
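Reporter derepression read as number of fluorescent GFP-positive objects, 20-120 um in size, counted by laser-scanning cytometer. Mouse LDR line with an epigenetically silenced CMV-GFP locus; compound incubation 30 h, 37 C.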
L3MBTL1 inh – inhibitors of human L3MBTL1 | Potency, µM (highest dose often 57.1 µM), without a hit: at the top dose activity, negative = inhibition, hits mostly inhibitors | AlphaScreen L3MBTL1–H3K9me1 peptide binding | Q9Y468 | 0.66% of 230,000 active; also: potency is read from the fitted curve at half-maximal effect; % is scaled to controls: 0 for no effect and ±100 for the full control effect; nearly all actives have a fitted effect of over 60% in size
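AlphaScreen assay: L3MBTL1 (50 nM final) was preincubated 30 min at room temperature with biotinylated H3(1-15)K9me1 peptide (75 nM final), then 30 min with library compounds; streptavidin donor and nickel chelate acceptor beads (10 ug/mL final) added, 30 min dark.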
* = called active by the depositor; [ ] = dose if it differs, or a comment. Calls follow the shape of the dose curve; as a rule, active = well fitted curve in the direction sought with a large enough effect; inconclusive = small, poorly fitted or top-dose-only effect, or another doubt; inactive = no such curve, though single readings can be large; an effect the other way counts as inactive or inconclusive.

How did CCCCN1C(=O)C2NN=C(C(=O)OCC)C2C1=O (configuration not stated) do in these assays?
IMPase Li inh: 2.1%[38.3 µM]; NPSR antag: 2.5%[46.1 µM]; KinaseGlo FLuc: 2.1%; HttQ103 aggreg: -4.7%; CBFb RUNX1 block: 1.4%; Epigenetic reg: -3.2%; L3MBTL1 inh: 46.5%[activator]

Results for O=C(O)CCc1ccc(-c2ccc(Br)cc2)n1Cc1ccco1 ?
IMPase Li inh: -1.8%[38.3 µM]; NPSR antag: -10.4%[46.1 µM]; KinaseGlo FLuc: 1.2%; HttQ103 aggreg: 0.0%; CBFb RUNX1 block: -8.0%; Epigenetic reg: -1.2%; L3MBTL1 inh: -21.7%

Results for O=S(=O)(Nc1cccnc1)c1ccc(Cl)c(C(F)(F)F)c1 ?
IMPase Li inh: -4.3%[38.3 µM]; NPSR antag: -21.0%[46.1 µM]; KinaseGlo FLuc: 13.7%; HttQ103 aggreg: -19.7%; CBFb RUNX1 block: 5.4%; Epigenetic reg: -0.7%

How did CC(C)c1nn(-c2cc(C(F)(F)F)ccn2)c(=O)o1 do in these assays?
NPSR antag: inconclusive; HttQ103 aggreg: 3.6%[9.22 µM]; CBFb RUNX1 block: 8.2%; Epigenetic reg: -0.7%; L3MBTL1 inh: 5.7%

What do the screens show for `CCCc1cc2c(n1Cc1cc(F)cc(F)c1)C(C)C1CN(C(=O)c3ccccc3)C(C)(C(=O)OC)C21` (configuration not stated)?
IMPase Li inh: 5.4%; KinaseGlo FLuc: -6.1%; CBFb RUNX1 block: 4.0%; Epigenetic reg: 0.2%

Results for COc1ccc2[nH]c3c(=O)n(CCCCC(=O)NCCC(C)C)c(=S)[nH]c3c2c1 ?
IMPase Li inh: 0.1%; NPSR antag: 0.6%; KinaseGlo FLuc: -1.7%; HttQ103 aggreg: 4.6%; CBFb RUNX1 block: 7.8%; Epigenetic reg: -1.4%; L3MBTL1 inh: 2.0%

How did CCN1CCN(C(c2cccs2)C(C)NC(=O)c2ccccc2OC)CC1 (configuration not stated) do in these assays?
IMPase Li inh: 18.7%[38.3 µM]; NPSR antag: 5.2%[46.1 µM]; KinaseGlo FLuc: -0.7%; HttQ103 aggreg: 5.4%; CBFb RUNX1 block: -3.4%; Epigenetic reg: 1.3%; L3MBTL1 inh: -9.5%

Results for CCNC(=O)COC(=O)CNC(=O)c1cc(Cl)cc([N+](=O)[O-])c1 ?
IMPase Li inh: -19.2%; NPSR antag: 9.5%; KinaseGlo FLuc: -2.2%; HttQ103 aggreg: -3.8%; CBFb RUNX1 block: -0.8%; Epigenetic reg: 0.0%; L3MBTL1 inh: 30.1%[activator]

How did COc1ccc(-c2nc(NC(=O)c3n[nH]c(=O)c4ccccc34)sc2C)cc1 do in these assays?
IMPase Li inh: 6.5%; NPSR antag: -3.3%; KinaseGlo FLuc: -1.5%; HttQ103 aggreg: 1.2%; CBFb RUNX1 block: -4.6%; Epigenetic reg: 0.0%; L3MBTL1 inh: -7.6%

How did Cc1ccc(C)c(C(C)NC(=O)CC#N)c1 (configuration not stated) do in these assays?
IMPase Li inh: 1.8%; NPSR antag: 8.6%; KinaseGlo FLuc: -4.2%; CBFb RUNX1 block: 4.6%; Epigenetic reg: -1.1%; L3MBTL1 inh: 9.7%

Next section (2 carried over from the part before).
How did COc1ccc(-c2nc(NC(=O)c3n[nH]c(=O)c4ccccc34)sc2C)cc1 do in these assays?
IMPase Li inh: 6.5%; NPSR antag: -3.3%; KinaseGlo FLuc: -1.5%; HttQ103 aggreg: 1.2%; CBFb RUNX1 block: -4.6%; Epigenetic reg: 0.0%; L3MBTL1 inh: -7.6%

How did Cc1ccc(C)c(C(C)NC(=O)CC#N)c1 (configuration not stated) do in these assays?
IMPase Li inh: 1.8%; NPSR antag: 8.6%; KinaseGlo FLuc: -4.2%; CBFb RUNX1 block: 4.6%; Epigenetic reg: -1.1%; L3MBTL1 inh: 9.7%

Results for COc1cccc2cc(S(=O)(=O)c3ccc(C)cc3)/c(=N/NS(=O)(=O)c3ccc(C)cc3)oc12 ?
IMPase Li inh: 3.8%; NPSR antag: -22.3%; KinaseGlo FLuc: 0.5%; HttQ103 aggreg: inconclusive; CBFb RUNX1 block: 6.2%; Epigenetic reg: -1.3%; L3MBTL1 inh: 3.9%

How did COC(=O)C1CCN(C(=O)CSc2nnc(-c3ccncc3)o2)CC1 do in these assays?
IMPase Li inh: 9.5%; NPSR antag: -5.5%[46.1 µM]; KinaseGlo FLuc: 1.3%; HttQ103 aggreg: 8.5%; CBFb RUNX1 block: -1.2%; Epigenetic reg: 3.5%; L3MBTL1 inh: 3.9%

What do the screens show for `CCOc1ccc(OCC(=O)c2c(O)c3ccccc3oc2=O)cc1`?
IMPase Li inh: -6.3%[38.3 µM]; NPSR antag: -2.7%[46.1 µM]; KinaseGlo FLuc: -4.5%; HttQ103 aggreg: 1.2%; CBFb RUNX1 block: -9.5%; Epigenetic reg: -1.1%; L3MBTL1 inh: -1.9%

What do the screens show for `CCc1ccc(NC(=O)CN(c2ccc3c(c2)OCO3)S(=O)(=O)c2c(C)noc2C)cc1`?
IMPase Li inh: 14.6%[38.3 µM]; NPSR antag: -14.0%[46.1 µM]; KinaseGlo FLuc: 1.3%; HttQ103 aggreg: 1.4%; CBFb RUNX1 block: -2.1%; Epigenetic reg: 5.6%; L3MBTL1 inh: 3.9%

What do the screens show for `COc1ccc(Nc2nc(-c3ccccc3)nc3ccccc23)c(OC)c1`?
IMPase Li inh: 18.4%; NPSR antag: -17.8%; KinaseGlo FLuc: 1.1%; HttQ103 aggreg: -16.6%; CBFb RUNX1 block: inconclusive; Epigenetic reg: -4.2%; L3MBTL1 inh: 69.0%[activator]

What do the screens show for `C/C=C\C=C/C(=O)Nc1cccc(C2=NOC3(C2)C[C@@H](C(N)=O)N(C(=O)/C=C/CC)C3)c1` (some centres not stated)?
NPSR antag: 12.4%; HttQ103 aggreg: -18.6%[9.22 µM]; CBFb RUNX1 block: 13.8%; Epigenetic reg: 4.1%

How did CCCNS(=O)(=O)c1cc(Br)cc2c1N(C(=O)CC)CC2 do in these assays?
IMPase Li inh: 8.2%[38.3 µM]; NPSR antag: 3.7%[46.1 µM]; KinaseGlo FLuc: -4.3%; HttQ103 aggreg: 15.1%; CBFb RUNX1 block: 1.9%; Epigenetic reg: -1.0%

How did O=C(O)CCCNC(=O)c1ccc(NC(=O)Cc2ccc(Cl)cc2)cc1 do in these assays?
IMPase Li inh: -18.3%; NPSR antag: 3.4%; KinaseGlo FLuc: 6.1%; HttQ103 aggreg: 13.0%; CBFb RUNX1 block: -19.5%; Epigenetic reg: 1.1%

Results for O=C(c1ccc(Cl)cc1)C1CCCN(Cc2cccn2-c2cccnc2)C1 (configuration not stated) ?
IMPase Li inh: 1.9%; NPSR antag: -4.3%; KinaseGlo FLuc: -0.2%; HttQ103 aggreg: -7.6%[9.22 µM]; CBFb RUNX1 block: 3.7%; Epigenetic reg: -0.1%; L3MBTL1 inh: 6.4%

How did COc1ccc(S(=O)(=O)N2CCC(C(=O)Nc3nnc(CCN4CCCCC4)s3)CC2)cc1 do in these assays?
IMPase Li inh: 2.0%[38.3 µM]; NPSR antag: 11.3%[46.1 µM]; KinaseGlo FLuc: -1.7%; HttQ103 aggreg: -5.0%; CBFb RUNX1 block: -8.6%; Epigenetic reg: -0.7%; L3MBTL1 inh: 1.4%

What do the screens show for `COc1ccc(Nc2ccc(Cl)cc2)c(C(=O)O)c1`?
IMPase Li inh: -0.7%; NPSR antag: -9.9%; KinaseGlo FLuc: -1.6%; HttQ103 aggreg: 0.7%; CBFb RUNX1 block: -18.4%; Epigenetic reg: 0.0%; L3MBTL1 inh: -5.0%

Results for O=C(NCc1ccccc1)C(c1ccccc1)N(C(=O)c1csnn1)C1CC1 (configuration not stated) ?
IMPase Li inh: 6.6%; NPSR antag: -8.9%; KinaseGlo FLuc: -1.2%; CBFb RUNX1 block: 1.8%; Epigenetic reg: 0.0%; L3MBTL1 inh: 3.5%

What do the screens show for `Cc1ccc(N2C(=O)CC(Sc3ccccc3C(=O)O)C2=O)c([N+](=O)[O-])c1` (configuration not stated)?
IMPase Li inh: -1.4%; NPSR antag: 11.7%; KinaseGlo FLuc: 3.7%; HttQ103 aggreg: 5.3%[9.22 µM]; CBFb RUNX1 block: -19.5%; Epigenetic reg: -4.3%; L3MBTL1 inh: -9.0%

Results for COc1ccc(/C=N/NC(=O)Cn2cnc3c2c(=O)n(C)c(=O)n3C)c(OC)c1OC ?
NPSR antag: 11.5%; HttQ103 aggreg: 29.2%[9.22 µM]; CBFb RUNX1 block: 8.1%; Epigenetic reg: 0.0%; L3MBTL1 inh: 9.8%

What do the screens show for `Cc1cc(C(C)(C)C)nc2[nH]n(-c3ccccc3)c(=O)c12`?
IMPase Li inh: 32.6%[38.3 µM]; NPSR antag: -14.5%[46.1 µM]; KinaseGlo FLuc: -1.1%; HttQ103 aggreg: -27.6%; CBFb RUNX1 block: -9.3%; Epigenetic reg: -5.4%

Results for O=C(c1ccc(-c2ccccc2)c(F)c1)C1CCCN(CCCn2cccn2)C1 (configuration not stated) ?
NPSR antag: -21.0%; HttQ103 aggreg: 8.2%[9.22 µM]; CBFb RUNX1 block: 10.7%; Epigenetic reg: -1.1%; L3MBTL1 inh: -15.2%

How did O=C(Cc1ccccc1F)Nc1ccccc1-c1ccccc1 do in these assays?
IMPase Li inh: 15.4%; NPSR antag: -25.2%; KinaseGlo FLuc: -0.9%; HttQ103 aggreg: -18.2%; CBFb RUNX1 block: 16.1%; Epigenetic reg: -1.7%; L3MBTL1 inh: 3.4%

Results for C/C(=N\OCC(=O)Nc1ccccc1Br)c1cccs1 ?
IMPase Li inh: 13.3%; NPSR antag: -14.4%; KinaseGlo FLuc: 4.8%; HttQ103 aggreg: -5.3%; CBFb RUNX1 block: 20.2%; Epigenetic reg: -4.2%; L3MBTL1 inh: 31.7%[activator]

How did CC(C)OC(=O)[C@@H]1C=C[C@H](C)[C@@H](CCCCOCc2ccccc2)O1 do in these assays?
IMPase Li inh: 7.5%; KinaseGlo FLuc: -0.3%; CBFb RUNX1 block: 4.6%; Epigenetic reg: 0.0%

Results for Cc1ccc(N(CC(=O)NCCc2ccc(F)cc2)S(=O)(=O)c2ccc(Cl)c([N+](=O)[O-])c2)c(C)c1 ?
IMPase Li inh: 41.2%[activator]; NPSR antag: inconclusive; KinaseGlo FLuc: 0.4%; HttQ103 aggreg: inconclusive; CBFb RUNX1 block: -12.3%; Epigenetic reg: 0.0%; L3MBTL1 inh: -10.1%

This is a subset; the hit share may differ from the screen's.
